Compound activity: PubChem BioAssay, several laboratories
Tb hexokinase = blocks Trypanosoma brucei hexokinase 1 activity. recombinant TbHK1, G6PDH-coupled NADH A340. inhibition, % at 10 µM. hit rate 0.11% among 220,000. AID 1430;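 active = inhibition of 50% or more in the single-dose primary screen; inactive = inhibition below 50%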
Cl transport mod = modulates chloride dependent transport by human KCC2 | AID 1456 | KCC2 cells, thallium flux FluoZin-2 fluorescence | hit rate 2.2% among 190,000 | Q9H2X9 | B-score of Tl+ flux slope (higher = more flux/activation; lower = inhibition) at 10 µM;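 active = thallium flux slope and its plate-corrected score both differing from the plate sample mean at a set confidence after two filtering rounds, in either direction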;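 also: slope of fluorescence scaled to starting intensity during 10 to 20 s after thallium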
Target sequence (Q9H2X9 whole entry, looked up): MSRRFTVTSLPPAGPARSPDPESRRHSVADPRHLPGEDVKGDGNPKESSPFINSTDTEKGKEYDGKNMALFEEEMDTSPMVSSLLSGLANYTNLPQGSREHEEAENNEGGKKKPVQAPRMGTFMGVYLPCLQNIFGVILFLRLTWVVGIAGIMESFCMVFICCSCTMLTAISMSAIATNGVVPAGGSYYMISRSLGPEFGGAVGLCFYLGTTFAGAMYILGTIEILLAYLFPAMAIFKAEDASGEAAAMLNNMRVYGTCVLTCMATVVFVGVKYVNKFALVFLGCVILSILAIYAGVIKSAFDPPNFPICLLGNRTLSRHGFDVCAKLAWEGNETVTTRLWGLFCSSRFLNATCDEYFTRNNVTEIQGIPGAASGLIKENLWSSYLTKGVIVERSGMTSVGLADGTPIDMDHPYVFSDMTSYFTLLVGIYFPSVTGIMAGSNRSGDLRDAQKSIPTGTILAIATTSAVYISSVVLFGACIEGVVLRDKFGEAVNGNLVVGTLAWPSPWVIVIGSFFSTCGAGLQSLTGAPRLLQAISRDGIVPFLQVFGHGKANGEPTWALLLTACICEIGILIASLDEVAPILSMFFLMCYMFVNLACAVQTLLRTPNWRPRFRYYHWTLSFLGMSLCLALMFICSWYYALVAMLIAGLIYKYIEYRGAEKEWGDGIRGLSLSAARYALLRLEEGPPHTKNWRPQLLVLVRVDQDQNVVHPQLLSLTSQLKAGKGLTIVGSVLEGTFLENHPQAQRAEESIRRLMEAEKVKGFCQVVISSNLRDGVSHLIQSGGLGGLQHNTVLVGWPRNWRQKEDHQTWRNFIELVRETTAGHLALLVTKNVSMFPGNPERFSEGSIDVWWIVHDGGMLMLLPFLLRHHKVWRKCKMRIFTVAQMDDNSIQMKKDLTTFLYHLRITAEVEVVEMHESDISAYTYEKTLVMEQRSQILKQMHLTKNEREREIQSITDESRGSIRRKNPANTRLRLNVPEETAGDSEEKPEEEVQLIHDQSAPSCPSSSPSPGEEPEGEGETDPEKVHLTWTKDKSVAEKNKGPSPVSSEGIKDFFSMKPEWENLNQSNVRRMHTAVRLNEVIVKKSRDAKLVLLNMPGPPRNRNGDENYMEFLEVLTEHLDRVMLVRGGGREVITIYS
TRPN1 ag = zebrafish TRPN1 (NompC) channel agonism. activation, % at 3 µM. hit rate 0.18% among 220,000. HEK293 zebrafish TRPN1-YFP, Fluo-8 calcium fluorescence; 100% = response to 87 µM carbachol;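 active = activation above its plate's cutoff, the mean activation of test wells on that plate plus 3 SD, cut at about 19% in these data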;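 also: 0% = DMSO alone and 100% = 87 µM carbachol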
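Material: zebrafish TRPN1-YFP in HEK293 cells; Doses: single test compound dose, 3 µM nominal, 0.3% DMSO; Timing: dye loading 1 h at 37 °C, then 30 min room temperature; Technique: intracellular calcium fluorescence with Fluo-8; Benchmarks: high carbachol 87 µM, low DMSO alone.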
PPC-1+TRAIL kill = PPC-1 cancer cell killing with TRAIL present; PPC-1 cells + TRAIL, ATPLite viability luminescence; AID 1443; hit rate 0.41% among 220,000; cell killing (% activity), % at 4 µM;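 active = cell killing above 50% in the first pass at 4 µM, then a duplicate retest at 5 µM averaging 50% or more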;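 also: plate controls were cells with TRAIL plus DMSO for no effect and medium-only wells lacking cells for full effect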
EBV gp42 block = inhibitors of Epstein-Barr virus glycoprotein 42; Q1HVG2; inhibition, % (tested at 21.74 µM); hit rate 0.42% among 220,000; Fluorescence polarization binding assay, mP read-out; in the data active = inhibition above about 50%
TRPML3 ag = agonists of human TRPML3 channel; Q8TDD5; hit rate 0.29% among 220,000; AID 1448; HEK293 TRPML3-YFP, Fluo-8 calcium fluorescence; 100% = the carbachol control signal; activation, % at 3 µM;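 active = activation above its plate's cutoff, the mean activation of the plate's test wells plus 3 SD, cut at about 12% in these data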;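 also: 0% = DMSO only wells and 100% = carbachol wells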
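Test system – HEK293 line with stable expression of human TRPML3-YFP channel · Control set – carbachol 87 µM final as high control (100%), DMSO as low control (0%) · Signal – Fluo-8 calcium dye fluorescence, ex 470-495, em 515-575 nm · Incubation – 1-h 37 °C dye load, 5-s basal, 120-s post-compound reads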
Thrombin inh = blocks human thrombin protease activity; P00734; hit rate 0.26% among 220,000; alpha-thrombin, Boc-VPR-AMC fluorogenic substrate cleavage; AID 1046; inhibition, % at 5 µM;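 active = inhibition at or above 40%; inactive = inhibition below 40%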;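 also: 0% = enzyme with no compound and 100% = wells without enzyme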
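System – human alpha-thrombin · Medium – pH 7.5 Tris (50 mM) with NaCl 150 mM, Tween 20 0.05% · Compound – single-point dosing at 5 µM, 0.2% DMSO · Incubation – enzyme reaction carried out at room temperature · Technique – fluorescence of released AMC, ex 355 nm, em 460 nm · Read-out basis – % inhibition of thrombin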
m-calpain inh = calpain II (pig) inhibition. hit rate 0.37% among 220,000. inhibition, % at 16 µM. purified calpain II, fluorogenic peptide substrate, 30 min. AID 1236;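 active = inhibition above about 50%, limit read from the data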
Furin inhibitor = human furin inhibition | hit rate 0.061% among 220,000 | purified furin, fluorogenic substrate cleavage | P09958 | inhibition, % at 30 µM; in the data active = inhibition above about 25%; also: inactives centre near -15
An asterisk follows results filed as active; i = inactive; nt = not tested or not shown; [ ] = another dose, or the depositor's remark.

SMILES | Tb hexokinase | Cl transport mod | TRPN1 ag | PPC-1+TRAIL kill | EBV gp42 block | TRPML3 ag | Thrombin inh | m-calpain inh | Furin inhibitor
Cc1[nH]nc(Nc2ccccc2)c1[N+](=O)[O-] | -10.5 | nt | -1.4 | 10.0 | -4.1 | -1.0 | 4.2 | -14.1 | -2.6[20 µM]
COc1ccccc1CN(Cc1cc2cc3c(cc2[nH]c1=O)OCCO3)Cc1nnnn1Cc1ccco1 | -18.4 | nt | 0.7 | 18.1 | -6.9 | 0.2 | -3.4 | -123.9 | -18.6[20 µM]
CCN(CC(=O)Nc1ccc2c(c1)OCCO2)CC(=O)Nc1ccc2c(c1)OCO2 | -4.1 | 0.623 | 0.5 | 14.1 | 17.1 | 0.4 | 2.1 | 15.7 | -14.5
COCCCn1c(=O)/c(=C\c2ccc(OC(F)F)c(OC)c2)s/c1=C(/C#N)C(=O)NCCOC | -32.2 | -2.13 | 1.2 | 3.6 | -51.3 | 7.2 | -0.8 | -317.4 | -29.8
O=C(NCCCN=C1NS(=O)(=O)c2ccccc21)c1ccncc1 | 2.2 | 1.03 | 0.2 | 0.1 | -5.0 | 0.5 | 2.1 | 0.7 | -10.6[20 µM]
O=C(NCc1ccc(-c2csnn2)cc1)C1CC1 | -8.6 | -0.00441 | 0.7 | 7.2 | -4.8 | 1.0 | 0.0 | -10.3 | -18.8
C=CCC1c2cccc(C(=O)O)c2C(=O)N1c1ccc(F)cc1 (centres undefined) | 4.9 | -0.742 | -1.6 | 48.8 | -19.1 | 0.6 | -10.5 | -28.2 | -21.6[20 µM]
COCCCNc1ccnc2c(Cl)cccc12 | -17.5 | -1.34 | 1.8 | -4.9 | -13.1 | 1.3 | 2.2 | 12.8 | -7.3
COc1ccc(Oc2nc(C)cc(C)c2S(=O)(=O)c2ccc(C)cc2)cc1 | -7.0 | -1.13 | -2.3 | 0.9 | 0.5 | -0.5 | -0.6 | -12.4 | -13.2[20 µM]
CC(=O)NC(CCS(C)(=O)=O)C(=O)Nc1cc(C)on1 (centres undefined) | 5.0 | 0.0799 | 0.3 | -1.5 | nt | 0.8 | nt | nt | -12.2
Cc1nnc2sc(-c3ccc(NC(=O)CSc4ccc(Cl)cc4)cc3)nn12 | 1.8 | -0.544 | -0.8 | 1.9 | -1.1 | 0.1 | 1.7 | -52.4 | -29.4[20 µM]
CCc1nnc(NC(=O)Nc2ccc(Cl)cc2)s1 | -5.3 | 0.648 | -0.1 | 16.4 | -18.6 | -0.4 | -5.2 | -25.3 | -18.1
CCCC(=O)Nc1ccc2nc(SCC(=O)N3CCCC3)sc2c1 | -4.8 | 0.529 | -0.1 | -5.0 | 3.0 | 0.3 | -11.6 | -4.0 | -17.2
CN(C)CCC(=O)c1ccc2c(c1)OCO2 | -6.3 | nt | 1.1 | 12.8 | 6.3 | 0.4 | -7.4 | 9.2 | -17.2
Cc1ccc(C)c(S(=O)(=O)NCCOC(=O)Nc2sc(=S)n(C)c2C)c1 | -15.9 | nt | -1.0 | -22.0 | 1.9 | -0.3 | -3.1 | 16.1 | -15.4[20 µM]
O=C(Nc1ccc(O)c2c(=O)cc(-c3cccc(Cl)c3)oc12)c1cccc(Cl)c1 | -11.3 | 0.351 | nt | -7.0 | -26.0 | nt | 1.2 | 7.0 | -11.1
CCCCn1c(SCC(=O)NCc2ccco2)nnc1-c1ccoc1C | 12.1 | 0.348 | -0.8 | 15.0 | 12.6 | -0.2 | -9.0 | -283.7 | -13.8
CCCCCCP(=O)(O)c1ccccc1 | 2.5 | 0.465 | 0.0 | 0.7 | 2.2 | 0.9 | 0.3 | -10.7 | -10.8
C/C(=N\NC(=O)c1ccccc1)c1ccc(N2CCOCC2)cc1 | -40.8 | 0.00852 | 0.7 | 24.6 | -5.3 | 0.2 | -0.1 | -23.3 | 5.3[20 µM]
Cc1cc(C)c2nc(SCC(=O)NCCN3C(=O)CSC3=O)cc(C)c2c1 | -5.8 | 0.00976 | -0.3 | 19.5 | 1.0 | -0.5 | 27.9 | 21.5 | -15.6

Single entries from the entries so far:
CCN(CC(=O)Nc1ccc2c(c1)OCCO2)CC(=O)Nc1ccc2c(c1)OCO2 – m-calpain inh: 15.7
Cc1nnc2sc(-c3ccc(NC(=O)CSc4ccc(Cl)cc4)cc3)nn12 – Tb hexokinase: 1.8
C=CCC1c2cccc(C(=O)O)c2C(=O)N1c1ccc(F)cc1 (centres undefined) – Furin inhibitor: -21.6[20 µM]

The results go on:
SMILES | Tb hexokinase | Cl transport mod | TRPN1 ag | PPC-1+TRAIL kill | EBV gp42 block | TRPML3 ag | Thrombin inh | m-calpain inh | Furin inhibitor
Cc1ccccc1CN1C[C@@H]2C[C@@H](c3cn[nH]c3-c3ccc(F)cc3)N3CCC[C@@]23C1=O | -10.4 | -1.26 | 2.2 | 1.1 | -12.0 | 1.4 | -15.8 | 12.2 | -12.9
COc1ccc(S(=O)(=O)N2CCOCC2)cc1C(=O)Nc1ccon1 | -6.7 | -1.59 | 1.7 | 26.1 | -6.6 | 1.6 | 0.3 | -5.5 | -22.1[20 µM]
Cc1cccc(N(CC(=O)NC2CCCC2)C(=O)CS(=O)CC(=O)Nc2ccc3c(c2)OCO3)c1 (centres undefined) | -0.7 | -0.346 | -0.5 | 29.3 | -11.4 | 0.4 | -0.4 | -32.0 | -12.1
Cc1ccc(S(=O)(=O)Nc2ccc(-c3nc4cc(NS(=O)(=O)c5ccc(C)cc5)ccc4o3)cc2)cc1 | -32.0 | 0.34 | -0.4 | 14.7 | -14.4 | 0.1 | -1.1 | i | -14.4[20 µM]
O=C(Nc1ccc(S(=O)(=O)N2CCOCC2)cc1)c1ccc(Br)o1 | -0.5 | nt | 0.3 | 14.8 | -13.6 | 0.6 | -4.7 | -16.7 | -29.8[20 µM]
CN(C)CC(CCC(CN(C)C)C(=O)c1ccccc1)C(=O)c1ccccc1 (centres undefined) | 2.7 | 1.13 | 2.1 | 51.9* | -12.5 | 1.1 | 4.0 | -4.0 | -24.1
CN(C)CCN1C(=O)C2C3C=CC(C3)C2C1=O (centres undefined) | 4.1 | 0.182 | 0.9 | nt | -8.5 | 0.4 | -0.5 | -23.7 | -2.9
CC(=O)Nc1ccc(S(=O)(=O)N2CCN(c3cc(C)ccc3C)CC2)cc1 | 9.0 | 0.422 | 1.3 | 22.3 | 12.6 | 0.5 | 0.0 | -19.4 | -32.6
Nc1ncc(Br)cc1S(=O)(=O)NCCC(=O)N1CCN(c2ccccn2)CC1 | -13.3 | 1.46 | 1.8 | 28.5 | -2.1 | -0.2 | -0.5 | -1.6 | -11.8
Cc1cc(C)nc(NC(=O)/C=C/c2ccc(Cl)cc2Cl)c1 | -1.5 | 0.179 | -1.1 | 13.7 | -9.3 | -0.6 | -8.0 | 8.7 | -11.1[20 µM]
O=C(OC1CSc2nc3ccccc3n2C1)c1ccco1 (centres undefined) | -1.7 | -0.315 | 2.0 | 2.7 | -7.3 | 0.9 | -2.5 | 13.3 | -16.8
O=C(NCc1cccs1)c1ccc(S(=O)(=O)N2CCCCC2)cc1 | -0.3 | nt | 1.9 | 22.8 | -18.3 | 1.1 | 3.5 | -4.6 | -11.7
COc1ccc(NC(=O)c2ccccc2N(Cc2ccccc2)S(C)(=O)=O)cc1 | -5.2 | nt | -0.5 | -0.7 | -5.0 | 0.4 | 2.8 | 3.6 | -24.2
CCOc1ccc2nc(NC(=O)C(CCSC)NS(=O)(=O)c3cccs3)sc2c1 (centres undefined) | -8.3 | nt | -1.1 | 10.4 | -24.7 | 0.1 | 0.4 | 13.8 | -10.0[20 µM]
COc1cc2cc(C(c3nnnn3C3CCCCC3)N(C)C3CCCCC3)c(=O)[nH]c2cc1OC (centres undefined) | -16.2 | -0.157 | 0.2 | 27.1 | 5.5 | 0.9 | -5.4 | -34.3 | -30.0
Fc1ccc(CNCc2ccc(Br)cc2)cc1 | 5.8 | 0.134 | 1.0 | 13.2 | -4.4 | -0.1 | -2.4 | -5.8 | -14.1
CC(C)(C)c1cc(NC(=O)c2cccnc2)no1 | 4.0 | -0.887 | 1.0 | 16.4 | -14.6 | 1.3 | 1.9 | -5.1 | -17.9[20 µM]
CONC(=O)Nc1ccccc1[N+](=O)[O-] | -1.7 | 0.741 | 0.4 | 14.4 | -26.5 | -0.4 | -3.0 | -9.5 | -8.0
COC(=O)C(C)Sc1nc(N)c(NC(=O)c2ccco2)c(=O)[nH]1 (centres undefined) | -8.7 | 0.725 | -0.1 | -3.2 | -11.1 | 0.5 | -0.1 | 15.6 | -4.7
CCOc1cccc(C(=O)NC(=S)Nc2ccc(N3CCCC3)cc2)c1 | -3.7 | nt | 0.6 | 8.8 | -5.4 | 0.8 | -1.6 | 5.3 | -24.8[20 µM]
CN(C)/C=C/C(=O)/C=C/c1ccc(Cl)cc1 | -29.2 | 1.98 | -0.5 | 26.4 | -7.0 | 0.1 | 1.4 | 8.9 | 2.1
Cc1ccc(S(=O)(=O)NC(=O)Nc2ccc(Cl)cn2)cc1 | 4.3 | nt | 0.5 | 19.5 | -6.1 | -0.2 | -0.1 | -37.6 | -24.9
COc1ccc(OC)c(NC(=O)CN2C(=O)c3ccccc3S2(=O)=O)c1 | 8.4 | 1.33 | -0.2 | 4.0 | -20.0 | 0.1 | 3.6 | -1.8 | -8.4
COc1ccc(NC(=O)C2CCN(S(C)(=O)=O)CC2)cc1 | 0.1 | nt | -0.4 | 18.2 | -28.1 | 0.7 | 1.9 | 4.3 | -25.0[20 µM]
CN(NC(=O)/C=C/C(=O)O)c1ncc(C(F)(F)F)cc1Cl | 1.9 | 0.123 | 0.1 | 23.4 | -10.6 | 0.5 | 0.2 | -1.7 | -13.4
Cc1ccc(S(=O)(=O)N2CCOC2CNC(=O)C(=O)NCc2ccco2)cc1 (centres undefined) | -3.7 | 1.25 | 0.7 | -15.4 | -13.5 | 0.5 | 5.0 | -14.6 | -6.3
O=C(CCn1cccc1)NCc1ccc(Cl)cc1 | -2.0 | nt | 0.1 | -8.9 | -6.7 | 0.4 | -2.7 | -18.7 | -15.9
O=C(O)c1cccc(CN2C(=O)S/C(=C/c3cccc([N+](=O)[O-])c3)C2=O)c1 | -23.6 | -1.37 | 1.2 | 0.3 | -5.7 | 0.3 | 0.4 | 8.3 | -6.6
CC1CCC(=C(C#N)c2nc(-c3cc4ccccc4oc3=O)cs2)CC1 (centres undefined) | -1.8 | nt | 1.5 | 30.4 | -15.7 | 1.0 | -0.6 | -46.2 | -12.1
CC(=O)Nc1cccc(NC(=O)CSc2ccc(-c3cccnc3)nn2)c1 | 0.7 | 1.36 | -0.5 | -4.4 | -2.8 | 0.5 | -8.0 | 17.7 | -11.3
CCCCCOC(=O)c1ccc(N2C(=O)C3C4C=CC(C4)C3C2=O)cc1 (centres undefined) | -4.2 | nt | 1.8 | 7.2 | -16.5 | 0.9 | -0.8 | -6.0 | -7.8[20 µM]
CC(=O)N(c1ccccc1)c1c(F)c(F)c(F)c(F)c1F | -1.3 | nt | 0.1 | 25.8 | -9.5 | 0.4 | 0.6 | -2.7 | -25.2[20 µM]
